High-throughput results from PubChem.
ssDAF-12 act: S. stercoralis DAF-12 nuclear receptor activators, primary screen, cell-based, luminescence, HEK293, GRIP1 co-expression, lit1-tk-luc; HEK293 ssDAF-12/GRIP1 lit1-tk-luc reporter; % of 3 µM dafachronic acid response; 1% of 370,000 active; activation, % at 6.8 µM;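 active = activation above the mean over all tested compounds plus 3 SD, cut at about 0.9% in these data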;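 also: 0% = DMSO-only wells and 100% = 3 µM delta7-dafachronic acid wells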
ADAM17 inh: ADAM17 inhibitors, primary screen, biochemical, QFRET | 0.83% of 370,000 active | Disintegrin and metalloproteinase domain-containing protein 17 (Homo sapiens), P78536 | inhibition, % at 6.95 µM | recombinant ADAM17, EDANS/DABCYL FRET peptide cleavage;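 active = inhibition above the mean of compounds lying between control limits plus 3 SD, set per campaign, cut at about 8.5% in these data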;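 also: 0% = DMSO-only wells as the low control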
SMARCA2 activ: SMARCA2 (BRM) function activators, primary screen, cell-based, luminescence, high throughput. MG213 cells, MMTV-luciferase reporter, dexamethasone, overnight. activation, % at 9.1 µM. 1% of 370,000 active. AID 652017, 2013; in the data active = activation above about 7.8%;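 also: 0% = vehicle wells and 100% = reference activator wells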
PG9 binder: binders of HIV-1 gp120 antibody PG9, primary screen, biochemical, TR-FRET; HIV-1 gp120 / PG9 antibody interaction; 0.43% of 360,000 active; TR-FRET gp120-PG9 antibody binding; AID 624416, 2012; inhibition, % at 6.7 µM; in the data active = inhibition above about 8.5%
FXN GAA850 act: FXN promoter activators, primary screen, cell-based, luciferase luminescence, HEK293 lucGAA850. HEK293 lucGAA850 FXN promoter luciferase reporter, 24 h; percent of 10 µM SAHA response. activation, % at 6 µM. 0.56% of 360,000 active;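 active = activation above the average of all compounds screened plus 3 SD, cutoff fixed separately per campaign, cut at about 7.5% in these data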;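 also: 0% = DMSO wells and 100% = 10 µM SAHA wells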
DAX1 inh-1: DAX1 (NR0B1) inhibitors, primary screen, cell-based, HEK293, Gal4-DAX1, luciferase luminescence | Nuclear receptor subfamily 0 group B member 1 (Homo sapiens), P51843 | HEK293 Gal4-DAX1 luciferase reporter | inhibition, % at 6.75 µM | 0.99% of 340,000 active | AID 504766, 2011;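 active = inhibition above the mean over all tested compounds plus 3 SD, cut at about 4.2% in these data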;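 also: 0% = DAX1-transfected cells with DMSO and 100% = empty-vector control cells with DMSO; inhibition shows as a rise in luminescence from relieved DAX1 repression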
Target sequence (P51843 207-470 limits assumed): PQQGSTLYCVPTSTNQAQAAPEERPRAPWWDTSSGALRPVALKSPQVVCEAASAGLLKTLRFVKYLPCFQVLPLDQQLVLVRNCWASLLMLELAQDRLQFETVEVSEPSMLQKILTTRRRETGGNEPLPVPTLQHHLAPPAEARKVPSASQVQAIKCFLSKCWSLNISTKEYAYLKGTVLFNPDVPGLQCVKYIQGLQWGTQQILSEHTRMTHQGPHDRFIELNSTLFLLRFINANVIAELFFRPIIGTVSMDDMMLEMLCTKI
GC-A act: GC-A stimulated cGMP production enhancers – HEK293 GC-A cells, cGMP TR-FRET, EC30 ANP, primary screen | 0% at EC30 ANP, 100% saturating ANP | 0.14% of 370,000 active | activation, % at 10 µM | Atrial natriuretic peptide receptor 1 (Homo sapiens), P16066; in the data active = activation above about 40%
hgDAF-12 ag: H. glycines DAF-12 receptor agonists, primary screen, cell-based, luminescence, HEK293, GAL4 fusion, UAS-luciferase; Nuclear hormone receptor DAF-12 (Heterodera glycines), GAL4 fusion; 1.8% of 370,000 active; activation, % at 6.8 µM; HEK293 GAL4-hgDAF12 UAS-luciferase reporter, agonist luminescence; normalized to butyrate control;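 active = activation above a cutoff set at the mean of all screened compounds plus 3 SD, cut at about 10% in these data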;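 also: 0% = DMSO wells and 100% = sodium butyrate wells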
DAX1 inh-2: DAX1 (NR0B1) inhibitors on StAR promoter, primary screen, cell-based, luminescence, SF-1 (NR5A1), full-length DAX-1 | 1.1% of 370,000 active | HEK293T StAR-luciferase reporter, SF-1/DAX-1 repression relief | AID 652010, 2013 | inhibition, % at 6.8 µM;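 active = inhibition above the mean over all tested compounds plus 3 SD, cut at about 3.6% in these data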;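 also: 0% = DAX-1 cells with DMSO and 100% = cells lacking DAX-1 with DMSO; higher inhibition means more luminescence from relief of DAX-1 repression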
ADAM10 inh: human ADAM10 inhibitors, primary screen, biochemical, QFRET, HTS; Disintegrin and metalloproteinase domain-containing protein 10 (Homo sapiens), O14672; recombinant ADAM10, EDANS/DABCYL FRET peptide cleavage, 3 h; inhibition, % at 7 µM; 0.62% of 370,000 active;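 active = inhibition above a per-campaign cutoff equal to the mean of compounds falling between control-based bounds plus 3 SD, cut at about 20% in these data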;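 also: 0% = DMSO wells while the 100% control is not disclosed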
Target sequence (O14672 214-748 limits assumed): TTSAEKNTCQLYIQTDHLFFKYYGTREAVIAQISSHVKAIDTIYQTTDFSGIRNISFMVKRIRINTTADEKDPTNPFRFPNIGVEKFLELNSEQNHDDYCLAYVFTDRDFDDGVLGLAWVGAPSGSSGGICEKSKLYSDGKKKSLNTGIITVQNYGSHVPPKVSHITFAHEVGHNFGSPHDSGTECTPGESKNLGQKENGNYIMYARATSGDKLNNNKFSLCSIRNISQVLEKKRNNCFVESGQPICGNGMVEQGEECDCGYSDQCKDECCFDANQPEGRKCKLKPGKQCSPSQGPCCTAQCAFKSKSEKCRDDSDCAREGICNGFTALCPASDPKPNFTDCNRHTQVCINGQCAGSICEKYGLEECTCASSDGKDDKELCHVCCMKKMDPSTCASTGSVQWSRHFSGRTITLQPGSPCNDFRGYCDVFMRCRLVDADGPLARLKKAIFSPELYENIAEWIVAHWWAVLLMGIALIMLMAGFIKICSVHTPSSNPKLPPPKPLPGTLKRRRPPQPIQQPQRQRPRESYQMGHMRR
hcDAF12 agonist: H. contortus DAF-12 nuclear receptor activators, primary screen, cell-based, luminescence, HEK293, lit1-tk-luc reporter | HEK293 hcDAF-12 lit1-tk-luc reporter; 0% DMSO, 100% Δ7-dafachronic acid | activation, % at 6.8 µM | 1.4% of 370,000 active;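 active = activation above the mean of all tested compounds plus 3 SD, cut at about 5.5% in these data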;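 also: 100% = response to 3 µM Δ7-dafachronic acid high control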
Starred values were filed as active, the others as inactive; . = not tested or not shown.

SMILES	ssDAF-12 act	ADAM17 inh	SMARCA2 activ	PG9 binder	FXN GAA850 act	DAX1 inh-1	GC-A act	hgDAF-12 ag	DAX1 inh-2	ADAM10 inh	hcDAF12 agonist
O=C(NNC1CC(=O)N(c2ccc(Br)cc2)C1=O)c1ccccn1 (configuration not stated)	-0.7	1	3	-2.9	0.8	0.5	1	6.3	0.5	6	1.0
NS(=O)(=O)c1ccc(NCc2ccccc2OCc2ccccc2F)cc1	-2.1	7	-2	0.8	-0.7	-1.4	-4	-5.0	-0.9	13	-1.9
Cc1cc(Oc2ccccc2)nc(-c2ccccc2)n1	-1.6	-4	0	-0.1	2.1	0.8	-9	2.2	-0.6	0	-0.3
CC(Oc1ccc2ccc(=O)oc2c1)C(=O)NC(Cc1c[nH]c2ccc(O)cc12)C(=O)O (configuration not stated)	-0.9	-8	1	-3.6	-0.3	-0.6	-1	0.6	-0.1	-41	0.7
COc1cc(C(=O)NC(C)CCc2ccccc2)cc(OC)c1OC (configuration not stated)	0.5	-2	2	-1.1	2.0	-0.8	-4	-0.8	0.0	-1	-1.0
CCN(C(=O)COc1ccc(C)nc1[N+](=O)[O-])C1CCS(=O)(=O)C1 (configuration not stated)	-0.1	-4	1	-2.0	0.0	0.0	0	0.2	-0.1	0	-1.4
Cc1cc(Cl)nc(Cl)c1C(=O)N1CCOCC1	-1.8	-1	2	1.6	3.0	-1.1	-1	-2.2	-1.3	1	-1.4
O=C(NCc1ccccc1)[C@H]1CCCN1C(=O)[C@H]1CCCN1C(=O)c1ccc(F)c(F)c1	0.3	-4	-4	-1.7	.	.	3	0.8	0.1	-6	-2.1
O=C(CSc1ncn[nH]1)Nc1ccc(Cl)c(Cl)c1	-1.4	-1	-1	1.9	-1.0	-2.1	-2	-0.9	-1.9	0	-2.4
CC(NC(=O)CNC(=O)c1cccs1)c1cccc(C(F)(F)F)c1 (configuration not stated)	-1.4	0	-4	1.4	1.8	0.0	0	1.2	1.4	-19	-0.3
O=C(COc1coc(CN2CCN(c3ccccc3F)CC2)cc1=O)NC1CCCCC1	-1.2	-1	-2	1.8	-1.1	0.5	1	1.9	-1.8	-7	-1.4
Cc1ccccc1C(=O)N1CCN(c2ccc([N+](=O)[O-])c(NCc3cccnc3)c2)CC1	-2.0	3	3	-2.8	4.5	-1.1	-4	-1.7	-1.1	12	-2.4
CCOc1cc(S(=O)(=O)N2CCN=C2Cc2ccccc2)ccc1F	-0.5	1	3	-1.3	1.0	0.7	0	-0.3	-1.7	7	-1.1
O=C(c1ccco1)N1CCN(Cc2cc(=O)c(OCc3ccc([N+](=O)[O-])cc3)co2)CC1	-0.6	-1	-4	0.0	1.3	0.2	3	2.2	-0.9	4	0.6
COc1ccc(OC)c(NC(=O)C2CCN(S(=O)(=O)c3ccc4c(c3)OCCO4)CC2)c1	0.0	5	-2	0.9	-1.1	-0.1	-3	-0.1	0.3	-1	2.6
COC(=O)N1Cc2ccnnc2CC1c1ccccc1-c1ccc(F)cc1 (configuration not stated)	-0.2	-7	-3	-0.9	.	.	0	-2.7	0.7	-13	-1.6
CCOc1cnc(-c2ccc(Cl)cc2)o1	-1.1	-8	0	1.1	5.0	1.0	16	1.7	-1.1	-2	-2.0
O=C(NCc1ccccc1Cl)C1CCCN1C(=O)NC1CCCCC1 (configuration not stated)	-2.0	-1	0	-0.5	0.8	-0.7	1	-2.1	0.4	5	-2.6
Cc1ccc(NC(=O)CCNS(=O)(=O)c2ccc3c(c2)c(=O)n(C)c(=O)n3C)cc1C	0.3	-2	-1	0.9	0.8	0.4	1	-5.3	-0.9	-4	-1.1
CCOC(=O)/C(C#N)=C1/C=CN(C)C=N1	-2.0	1	4	0.2	-1.6	2.7	0	-0.4	0.4	-1	0.2
CC(COc1cccc2ccccc12)CN1CCN(C)CC1 (configuration not stated)	-1.1	-3	-1	-1.2	-0.3	-0.9	-4	-1.1	-0.8	-9	0.8
O=C(CCNS(=O)(=O)c1cccc2nsnc12)NCc1ccccc1	-1.1	0	-4	-0.2	-2.0	-0.3	-2	-0.6	0.2	5	-1.1
O=[N+]([O-])c1ccc(OCCO)c(P(=O)(c2ccccc2)c2ccccc2)c1	-2.1	-4	-3	-1.1	1.9	0.2	-8	-0.5	-0.1	6	1.1
COC(=O)CSc1nc(N)c(C#N)c(-c2ccco2)c1C#N	-1.1	-21	0	1.4	4.7	0.1	5	-1.4	-0.6	-47	1.2
COc1cccc(OC)c1C(=O)Nc1ccc([N+](=O)[O-])cn1	-1.4	0	-4	-3.0	0.9	-1.1	-1	1.3	-0.6	1	-2.3
COc1ccc(N2C(=O)CC(N(Cc3ccco3)C(=O)CCC(=O)O)C2=O)cc1 (configuration not stated)	-0.9	-2	3	1.6	-0.6	0.7	-3	0.9	-0.3	-3	-0.2
C=C(C)c1nc(Oc2ccccc2)nc(Oc2ccccc2)n1	-1.1	-2	4	-1.7	4.9	6.0*	-30	-2.9	-0.8	2	-0.1
O=C(N/C(=C\c1cn(-c2ccccc2)nc1-c1ccc(Cl)cc1)C(=O)N1CCOCC1)c1ccccc1	-1.2	1	-3	-1.6	.	.	-9	2.3	-0.1	-3	-3.3
Cc1ccccc1CSc1ncc(C#N)c(N)n1	-0.2	-7	-1	-0.6	-0.9	1.2	-1	4.8	1.7	-14	5.2
N#Cc1ccccc1Sc1ccccc1C(=O)Nc1ccc(Br)cc1	-1.3	6	-2	0.4	0.1	-0.6	-12	-0.4	0.1	16	-1.1
Cc1ccc([N+](=O)[O-])cc1NC(=S)NC(=O)c1cccnc1	-1.3	0	-3	-3.2	0.5	-1.4	-1	0.9	-0.7	0	0.9
COc1cc(NS(=O)(=O)c2cc3c(cc2C)NC(=O)CO3)cc(OC)c1	-0.9	1	-1	-0.9	0.3	0.0	-26	-1.6	-0.2	-11	0.0
CC1(C)O[C@@H]2[C@H](O1)[C@@H](CO)O[C@H]2n1cnc2c(=O)[nH]cnc21	-1.7	1	0	-0.9	-0.1	1.1	10	-0.5	0.8	11	-1.5
CC(=O)Nc1ccc(NC(=O)CN(C)S(=O)(=O)c2ccc3ccccc3c2)cc1	-1.1	-4	-3	0.8	0.1	0.2	-2	-2.1	-1.0	-11	-1.7
c1ccc2cc(-c3csnn3)ccc2c1	-1.2	1	5	-0.1	3.7	-0.2	-3	0.7	0.6	6	-0.8
Cc1cc(NC(=O)CSc2nnc(C3CC3)n2N)no1	-0.8	2	3	-4.1	-0.5	0.3	3	0.9	-0.7	5	0.0
COc1ccccc1/C=N/Nc1nc(C)cc(C)n1	-1.3	-5	-2	-0.2	0.6	0.1	-2	0.9	0.1	0	-2.0
Cc1sc2ncnc(NS(=O)(=O)c3ccc(Cl)cc3)c2c1C	-1.1	0	-2	3.2	-1.6	-0.3	2	0.5	-0.3	-3	-0.7
Cc1cc(C)n(CC(=O)Nc2ccc([N+](=O)[O-])cc2)n1	-1.6	-1	2	-1.2	0.9	2.4	1	-1.8	0.1	3	-1.1
O=C(CCCCCN1C(=O)c2cccc([N+](=O)[O-])c2C1=O)Nc1ccccc1F	-0.1	5	-1	0.1	0.5	2.2	-5	1.9	-0.6	12	-2.0
CCN(CC)CCn1c(=N)n(CC(O)COc2cccc(C)c2)c2ccccc21 (configuration not stated)	-1.3	1	8.3*	0.4	-5.9	.	-15	1.6	0.8	4	-0.1
COC(=O)c1ccc2c(c1)sc(=NC(=O)CCS(=O)(=O)c1ccccc1)n2C	-1.0	-4	1	1.4	0.3	-0.8	8	6.3	-2.3	-8	-0.3
CC1CN(C(=O)CS(=O)(=O)Cc2ccccc2)CC(C)O1 (configuration not stated)	-0.9	-5	-2	2.0	1.1	-1.1	-6	-0.5	0.7	0	-1.1
CCOc1ccc(CC(=O)N/N=C/c2cccnc2)cc1OCC	-0.9	-1	-1	-3.6	2.5	0.4	1	0.8	0.0	-3	-1.3
CC/C(=N/Nc1cccc(Cl)c1)c1cnnc(SC)n1	-1.3	-1	0	0.0	4.1	4.6*	17	-4.1	0.2	-3	2.5
O=C(O)C(Cc1ccccc1)N1CCS(=O)(=O)CC1 (configuration not stated)	-0.6	-1	-2	-2.0	1.8	-0.8	9	4.1	0.5	-16	-1.2
O=C(/C=C/c1cccc(Oc2ccccc2)c1)N1CCOCC1	-1.2	-2	3	-0.3	7.0	-0.2	3	8.2	0.9	3	4.0
CCc1cc2c(NC(Cc3ccccc3)C(=O)O)nc(C)nc2s1 (configuration not stated)	-0.6	-3	0	1.4	0.6	1.7	-1	2.3	0.6	-1	-1.3
Cc1nc(SCC(=O)c2c(N)n(C3CC3)c(=O)[nH]c2=O)[nH]c(=O)c1CCO	-0.8	0	-1	-1.4	1.5	0.7	0	0.3	-2.5	-5	1.3
COc1ccc(C(=O)N(C(C)C)C(C)C)c(OC)c1	-1.1	-6	-5	-0.1	-1.1	0.6	1	-0.2	0.3	-7	-0.1
COC(=O)C1=C(C)N(Cc2ccccc2)C(=S)NC1c1ccc(Cl)cc1 (configuration not stated)	-0.8	7	-2	-0.7	.	.	-11	-2.3	-0.1	17	1.3
O=C(CNCCCO)Nc1cc(C(F)(F)F)cc(NC(=O)CNCCCO)c1Cl	-1.2	-3	-3	-2.4	-0.2	-0.8	-1	1.6	0.5	-2	2.0
CC(C)C(=O)NC(NC(=O)C(C)C)c1ccc([N+](=O)[O-])cc1	-1.4	-4	-1	0.0	-1.4	0.1	2	6.2	0.2	3	-1.5
O=C(NC(=S)Nc1cccc([N+](=O)[O-])c1)c1ccccc1	-1.0	-4	1	-1.1	1.1	.	-4	0.5	1.0	4	0.9

Looked up by compound from the entries so far (three):
SMILES	ssDAF-12 act	ADAM17 inh	SMARCA2 activ	PG9 binder	FXN GAA850 act	DAX1 inh-1	GC-A act	hgDAF-12 ag	DAX1 inh-2	ADAM10 inh	hcDAF12 agonist
CCOc1ccc(CC(=O)N/N=C/c2cccnc2)cc1OCC	-0.9	-1	-1	-3.6	2.5	0.4	1	0.8	0.0	-3	-1.3
CC/C(=N/Nc1cccc(Cl)c1)c1cnnc(SC)n1	-1.3	-1	0	0.0	4.1	4.6*	17	-4.1	0.2	-3	2.5
O=C(O)C(Cc1ccccc1)N1CCS(=O)(=O)CC1 (configuration not stated)	-0.6	-1	-2	-2.0	1.8	-0.8	9	4.1	0.5	-16	-1.2
